PGC1a acetyl inh – inhibitors of PGC1a acetylation signal, primary screen, cell-based, U2OS, AlphaScreen, inhibitor mode | AlphaScreen anti-acetyl-lysine; with virally co-expressed GCN5 acetyltransferase | inhibition, % at 15.6 µM | 0.17% of 350,000 active;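 active = every replicate shows inhibition of at least 40%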;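 note: 0% = neutral control wells and 100% = positive control wells; some results beyond the cut were filed as inactive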
Xi reactivation – activators of inactive X chromosome reactivation, primary screen, imaging, XiGFP fibroblasts, GFP high-content imaging, set 2 | XiGFP mouse fibroblasts, % GFP-positive cells imaging, 3 d; cells co-treated with 5-aza-dC sensitizer; scaled so ellipticine positive control = 100% | activation, % at 7.58 µM | 0.055% of 360,000 active;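 active = mean normalized replicate activation at least 10% and every replicate at or above 10%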;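 note: 0% = median of on-plate neutral control wells and 100% = ellipticine 6 µM median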
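Assay system – SV40-immortalized XiGFP fibroblast cells, line 68-5-11 · Buffer or medium – DMEM supplemented with 5-aza-dC as sensitizing agent · Dosing – one concentration, pinned · Benchmarks – positive control ellipticine, 6 µM final · Times – 3 days compound exposure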
LGR2 antag – inhibitors of bursicon-induced LGR2 CRE-luciferase signal, primary screen, cell-based, HEK293, CRE-luciferase reporter, bursicon stimulation; inhibition, % at 9.99 µM; bursicon-stimulated, 4 h; AID 720647, 2013; 0.35% of 380,000 active; Drosophila bursicon receptor LGR2 (rickets);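 active = drop in luminescence signal, shown as inhibition above about 50% in the replicate tests, limit read from the data, passing the limit was not always enough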;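 note: agonist challenge used bursicon conditioned medium at about half maximal strength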
Cneo AK release – Cryptococcus neoformans cell lysis inducers, primary screen, AK release luminescence, single concentration. C. neoformans lysis, adenylate kinase release luminescence, 4 h; normalised: neutral wells 0, clomiphene wells 100. lysis activity, % at 15 µM. 0.2% of 360,000 active;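 active = mean lysis activity across replicates of at least 80%, whatever share of replicates individually reach that level; inactive = mean lysis activity below 80%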
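Signal: Adenylate kinase release luminescence | Assay system: Log-phase Cryptococcus neoformans yeast cells | Input: Cells at 5 × 10^6 per mL | Buffer or medium: Fresh YPD growth medium | Compound: Single dose | Schedule: Static 4 h at 37 °C with compound, 1 h detection | Controls: Clomiphene | Read-out: Luminescence rise reflecting yeast cell lysis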
S100A4 MyoIIA – inhibitors of S100A4-myosin IIA peptide binding, primary screen, biochemical, fluorescence polarization, TAMRA-MyoIIA peptide; 0.14% of 360,000 active; AID 652163, 2013; inhibition, % at 10.7 µM;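 active = mean inhibition of at least 70% across replicates, with every replicate also reaching that level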
Target sequence (P26447 whole entry, looked up): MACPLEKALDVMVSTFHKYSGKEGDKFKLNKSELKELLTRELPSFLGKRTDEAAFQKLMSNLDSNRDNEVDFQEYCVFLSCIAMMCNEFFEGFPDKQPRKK
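Test system: S100A4 monomer protein. Medium: HEPES buffer with Ca2+, pH 7.2. Reagent: fluorescent myosin IIA peptide, 5 nM. Compound dosing: single-point compound testing. Timing: 5 min between mix addition and reading. Benchmarks: DMSO neutral and TFP positive wells.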
ERAP1 HTS inh – human ERAP1 aminopeptidase inhibitors, primary screen, biochemical, single point, plate reader; Endoplasmic reticulum aminopeptidase 1 (Homo sapiens), Q9NZ08; recombinant ERAP1, Leu-AMC fluorescence, 60 min; inhibition, % at 10.7 µM; 0.15% of 340,000 active; AID 652197, 2013;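 active = mean replicate inhibition of at least 30%, or all replicates individually reaching that 30% level; inactive = mean below 30% and not every replicate reaching it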;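 note: 0% = neutral control wells and 100% = L-leucinethiol positive control wells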
Statin myotox sup – suppressors of statin myotoxicity in C2C12 myotubes, primary screen, cell-based, single point, plate reader | 0.78% of 330,000 active | rescue of ATP level, % at 7.49 µM | C2C12 myotubes + simvastatin, ATP luminescence, 48 h; scaled: DMSO 0, geranylgeraniol control 100 | AID 602340, 2012;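 active = mean ATP rescue above about 67%, or every replicate alone reaching that limit, limit read from the data, passing the limit was not always enough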;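 note: myotubes were challenged with 10 µM simvastatin during compound exposure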
SIRT5 block – SIRT5 desuccinylase inhibitors, primary screen, biochemical, fluorescence imaging, single point, set 5; inhibition, % at 15 µM; Purified SirT5, succinyl-peptide AMC, trypsin-coupled fluorescence; NAD-dependent protein deacylase sirtuin-5, mitochondrial (Homo sapiens), Q9NXA8; AID 652115, 2013; 1.1% of 330,000 active; in the data active = inhibition above about 15%
Target sequence (Q9NXA8 whole entry, looked up): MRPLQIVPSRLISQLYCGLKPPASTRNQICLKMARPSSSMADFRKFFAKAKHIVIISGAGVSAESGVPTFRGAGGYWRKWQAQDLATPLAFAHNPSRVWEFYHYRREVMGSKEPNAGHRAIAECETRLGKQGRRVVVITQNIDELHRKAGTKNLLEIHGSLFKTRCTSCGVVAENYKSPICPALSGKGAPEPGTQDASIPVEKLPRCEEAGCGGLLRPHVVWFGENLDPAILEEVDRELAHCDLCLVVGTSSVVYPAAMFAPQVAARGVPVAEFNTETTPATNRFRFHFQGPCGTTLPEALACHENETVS
The depositor's hits bear a star; x = no result given. An excerpt. The share of hits here may be higher or lower than overall.

mol,PGC1a acetyl inh,Xi reactivation,LGR2 antag,Cneo AK release,S100A4 MyoIIA,ERAP1 HTS inh,Statin myotox sup,SIRT5 block
C[C@@H]1CN([C@@H](C)CO)C(=O)c2cc(NC(=O)Nc3ccccc3)ccc2O[C@H]1CN(C)C(=O)Nc1ccc(C(F)(F)F)cc1,3,0.1,6,1,-5,1,-14,3
C[C@H]1CN([C@@H](C)CO)S(=O)(=O)c2ccc(-c3ccc(C#N)cc3)cc2O[C@H]1CN(C)C,2,-2.0,-11,-12,2,-3,2,-3
COc1cccc(OCc2cc(C(=O)NC(C)c3cnn(C)c3C)no2)c1 (stereo unspecified),2,0.0,-44,16,2,-2,7,0
C[C@H](CO)N1C[C@H](C)[C@@H](CN(C)C(=O)Cc2ccccn2)Oc2ncc(C#C[C@@H](C)O)cc2C1=O,-2,-1.1,-3,7,21,0,-5,8
COc1ccc(N(C(C)C(=O)N/N=C/c2ccc(OC)c(OC)c2)S(C)(=O)=O)cc1 (stereo unspecified),x,0.5,-10,x,0,-3,x,2
CCCCCCCCCc1conc1C(=O)/C=C/c1oc2c(c1C)CCC(C)C2 (stereo unspecified),x,0.0,-7,x,-23,x,x,1
O=S(=O)(NCCN1CCCC1)c1ccc(Br)cc1,x,0.1,5,5,3,1,3,0
COCC(=O)Nc1ccc2c(c1)C(=O)N(C)[C@@H]1CC[C@@H](CC(=O)NCc3ccccc3)O[C@@H]1CO2,-3,0.3,0,-4,6,2,-10,-3
C[C@H](O)C#Cc1cnc2c(c1)C(=O)N([C@@H](C)CO)C[C@H](C)[C@@H](CN(C)C(=O)Nc1ccc(F)cc1)O2,14,0.3,8,-3,1,-1,2,0
O=C(Nc1ccc(N2CCOCC2)cc1)C1CCCCC1,52,x,x,-1,8,0,-13,10
COc1ccc(CN2C(=O)c3ccccc3C2c2nnnn2-c2ccc3c(c2)OCCO3)cc1 (stereo unspecified),x,0.2,-6,x,1,x,x,2
COc1ccc(S(=O)(=O)N(C)C[C@H]2OCCCC[C@H](C)Oc3ccc(NC(=O)Nc4cccc5ccccc45)cc3C(=O)N([C@H](C)CO)C[C@@H]2C)cc1,-17,0.2,-8,1,-6,-5,x,-3

Continued:
mol,PGC1a acetyl inh,Xi reactivation,LGR2 antag,Cneo AK release,S100A4 MyoIIA,ERAP1 HTS inh,Statin myotox sup,SIRT5 block
CC(=O)Nc1ccc(CN(C)c2c(C)nc3ccc(C(=O)Nc4ccc(Cl)c(Cl)c4)cn23)cc1,-8,0.1,-4,47,-3,-1,-10,-14
CSc1c(-c2ccccn2)c(N)nn1C(=O)C1CCC1,6,-0.1,x,x,-3,1,-9,-4
CC(=O)N1[C@@H]2Cn3c(ccc(-c4ccccc4F)c3=O)[C@H]1[C@@H](C(=O)N1CCOCC1)[C@@H]2CO,2,0.4,8,-1,7,7,-2,-11
CCC(=O)Nc1ccc2c(c1)C(=O)N(C)[C@@H]1CC[C@H](CC(=O)NCCc3ccncc3)O[C@H]1CO2,4,0.2,22,10,-6,-1,3,-3
C[C@@H]1CCCCO[C@@H](CN(C)S(C)(=O)=O)[C@H](C)CN([C@@H](C)CO)C(=O)c2cc(NS(=O)(=O)c3ccccc3)ccc2O1,-13,0.0,5,2,3,-2,13,-1
Cc1noc(C)c1S(=O)(=O)N(C)C[C@@H]1OCCCC[C@@H](C)Oc2ccc(NC(=O)NC(C)C)cc2C(=O)N([C@@H](C)CO)C[C@H]1C,-4,0.6,11,-4,-10,1,x,1
COc1cc(NC(=S)NCCC(c2ccccc2)c2ccccc2)cc(OC)c1,x,0.3,0,x,-3,-3,x,-1
CCOCCCNS(=O)(=O)c1ccc(NC(=O)C2CC(=O)N(c3ccc(C)cc3)C2)cc1 (stereo unspecified),-15,0.0,-29,0,5,-3,3,-6
C[C@@H]1CN([C@@H](C)CO)C(=O)c2cc(-c3ccc(F)cc3)cnc2O[C@H]1CN(C)C(=O)Cc1ccccc1,-1,-0.3,1,0,8,0,12,3
O=C1CCc2cc(S(=O)(=O)NC(Cc3ccccc3)C(=O)NC3CCCCC3)ccc2N1 (stereo unspecified),-8,-0.2,-9,1,2,x,0,x
C[C@H](CO)N1C[C@H](C)[C@@H](CN(C)CC2CC2)Oc2c(NC(=O)c3ccc(-c4nccs4)cc3)cccc2C1=O,1,-0.6,10,0,-12,0,28,-3
Cc1noc(C)c1S(=O)(=O)Nc1ccc2c(c1)C(=O)N([C@@H](C)CO)C[C@@H](C)[C@H](CN(C)Cc1ccccc1)O2,x,-0.7,-4,-2,-13,1,2,-3

New compounds follow
mol,PGC1a acetyl inh,Xi reactivation,LGR2 antag,Cneo AK release,S100A4 MyoIIA,ERAP1 HTS inh,Statin myotox sup,SIRT5 block
CC(C)NC[C@H](O)COc1ccc(CC(N)=O)cc1,4,-0.2,-3,-4,19,0,-8,-2
CC1(C)C(C#N)=C(N)OC2=C1C(=O)CCC2,-5,x,-7,4,0,1,3,-1
CC(C)(C)c1ccc(/C=N/N2CCN(c3ccccn3)CC2)cc1,4,0.0,-16,0,-7,-4,x,-2
COc1ccc(OC)c(NC(=O)CN2C(=O)C(=O)N(Cc3ccccc3)C2=O)c1,-2,0.5,4,1,0,0,0,-1
O=C(Nc1cc(F)ccc1F)N1CC(=O)N2[C@H](CO)[C@@H](c3ccc(C#CC4CCCCC4)cc3)[C@H]2C1,2,0.0,0,x,-2,0,x,10
CCCCC(=O)OCC(=O)N1N=C(c2c[nH]c3ccccc23)C(O)C1c1ccc(OC)cc1 (stereo unspecified),x,0.0,-4,x,-8,-1,4,1
COc1ccc(CN2CCCC(C(=O)N3CCCCC3)C2)cc1OC (stereo unspecified),5,0.2,5,7,-5,1,-8,-2
COC(=O)[C@@]12CCCCN1[C@H](c1ccc(-c3ccccc3)cc1)[C@H]1C(=O)N(C)C(=O)[C@H]12,5,0.7,x,-3,-12,1,3,-8
Cc1cccc(NC(=O)Nc2ccc3c(c2)OCO3)n1,x,0.0,-37,x,0,-1,x,0
CC(C)NC(=O)CC(=O)N/N=C\c1ccccc1C(=O)O,-5,0.0,15,x,-1,6,x,-3
C[C@@H]1CCCCO[C@H](CN(C)Cc2ccc3c(c2)OCO3)[C@@H](C)CN([C@H](C)CO)C(=O)c2cc(NC(=O)CCC(F)(F)F)ccc2O1,2,0.1,34,-1,-14,2,x,-6
NC(N)=N/N=C/c1cccc(Cl)c1Cl,x,0.0,25,-3,-7,-29,-12,-7

Additional compounds follow.
mol,PGC1a acetyl inh,Xi reactivation,LGR2 antag,Cneo AK release,S100A4 MyoIIA,ERAP1 HTS inh,Statin myotox sup,SIRT5 block
Nc1nc(SCC(=O)Nc2cc(C(F)(F)F)ccc2N2CCOCC2)n[nH]1,3,-0.2,0,x,-2,0,x,-1
CCOC(CCc1c(C)nc(NC(C)=O)[nH]c1=O)OCC,x,0.0,-12,x,2,4,x,-2
CSCC[C@H](NC(=O)Nc1ccccc1C)C(=O)O,-11,0.4,5,x,3,x,x,-2
COc1ccc(S(=O)(=O)N(C)C[C@@H]2OCCCC[C@@H](C)Oc3ccc(NS(=O)(=O)c4c(C)noc4C)cc3C(=O)N([C@@H](C)CO)C[C@H]2C)cc1,4,-0.2,-10,49,-18,-2,x,9
CN(CC(=O)Nc1nc2ccc(F)cc2s1)S(=O)(=O)c1ccc(Cl)cc1,-28,x,-6,-1,9,-1,14,x
CS(=O)(=O)c1ccc(NS(=O)(=O)c2ccc(Cl)c(C(=O)NC3=NCCS3)c2)cc1,-8,0.2,8,-5,-1,1,2,x
COCCC(=O)N1CCCC(C(=O)c2ccc3c4c(cccc24)CC3)C1 (stereo unspecified),x,0.2,17,x,-1,-1,x,-2
CC(=O)c1ccc(Sc2ccc(C(C)=O)cc2)cc1,4,-0.1,-16,-4,x,x,x,x
C[C@@H]1CN([C@@H](C)CO)C(=O)c2cc(NC(=O)c3ccncc3)ccc2O[C@@H](C)CCCCO[C@H]1CN(C)C(=O)c1ccncc1,-3,0.0,-6,4,6,-2,x,-3
CCN(Cc1ccc(NC(C)=O)cc1)CC1CCCN(CCc2cccc(OC)c2)C1 (stereo unspecified),x,0.1,4,1,-5,3,-10,-2
Cc1ccnc(NC(=O)c2cccc(NC(=O)c3ccc(Cl)c(Cl)c3)c2)c1,-1,0.2,-41,-1,2,0,-29,-1
C[C@H]1CCCCO[C@H](CN(C)S(C)(=O)=O)[C@@H](C)CN([C@@H](C)CO)C(=O)c2cc(N(C)C)ccc2O1,-1,0.4,-24,x,x,x,-15,x

Single records (already shown):
CS(=O)(=O)c1ccc(NS(=O)(=O)c2ccc(Cl)c(C(=O)NC3=NCCS3)c2)cc1 reads PGC1a acetyl inh: -8; Xi reactivation: 0.2; LGR2 antag: 8; Cneo AK release: -5; S100A4 MyoIIA: -1; ERAP1 HTS inh: 1; Statin myotox sup: 2; SIRT5 block: x
CN(CC(=O)Nc1nc2ccc(F)cc2s1)S(=O)(=O)c1ccc(Cl)cc1 reads PGC1a acetyl inh: -28; Xi reactivation: x; LGR2 antag: -6; Cneo AK release: -1; S100A4 MyoIIA: 9; ERAP1 HTS inh: -1; Statin myotox sup: 14; SIRT5 block: x

New compounds follow:
mol,PGC1a acetyl inh,Xi reactivation,LGR2 antag,Cneo AK release,S100A4 MyoIIA,ERAP1 HTS inh,Statin myotox sup,SIRT5 block
Nc1ccccc1N1C(=O)c2cccc3cccc(c23)C1=O,-1,0.0,0,4,2,x,x,2
COCC(=O)Nc1ccc2c(c1)OC[C@@H](C)N(Cc1ccccc1)C[C@H](C)[C@H](OC)CN(C)C2=O,0,0.2,7,49,16,-4,3,2
O=C(O)c1ccc(N/N=C/c2ccc3c(c2)OCO3)cc1,-5,0.0,101*,x,-5,-22,x,1
COc1ccc(S(=O)(=O)CCc2nnc(NC(C)=O)s2)cc1,x,-0.1,-2,x,-2,8,x,-7
Cc1cc(Br)ccc1NC(=O)CN(C)C(=O)CN1C(=O)NC2(CCCC2)C1=O,x,0.0,-3,-2,-1,0,8,-11
COc1ccc(C)cc1NC(=O)CCN1CCN(c2ccccc2F)CC1,x,0.1,14,-1,0,0,9,-3
COC(=O)[C@@H](NC(=O)Nc1ccc(S(N)(=O)=O)cc1)C(C)C,x,0.0,11,x,0,1,x,-2
O=C(OCc1ccccc1)N1CCC2CC1c1ccc(Cl)cc12 (stereo unspecified),-10,0.0,-10,1,-2,-1,10,-1
COC(=O)c1ccc(NC(=O)Nc2ccc(OC)c(OC)c2)cc1,x,0.0,-14,x,-1,9,x,-2
CC(NC(=O)C(=S)N1CCN(C)CC1)c1ccccc1 (stereo unspecified),-1,-0.1,1,-1,4,0,-1,5
CN(C)S(=O)(=O)c1ccc(NC(=O)C2COc3ccccc3O2)cc1 (stereo unspecified),x,0.2,-3,-2,-3,0,1,-3
COCCNCc1nc2sc(C)c(-c3ccccc3)c2c(=O)[nH]1,2,3.2,-6,3,-6,x,2,-2
CCN1CCN(C(=O)c2cc3c(=O)oc4ccc(C)cc4c3s2)CC1,4,0.1,4,-1,36,-1,-8,0
CN(CC(=O)Nc1ccc(OC(F)(F)F)cc1)C1CCCCC1,-21,0.0,0,-3,6,5,-20,0
